High-throughput results: PubChem, several laboratories
TRPC4 inh: inhibitors of mouse TRPC4 channel, primary screen, Fluo4 calcium, HEK293 TRPC4beta/mu-opioid cells | hit rate 0.39% among 300,000 | B-score at 10 µM | DAMGO-evoked Fluo4 calcium flux; hits give low values | Short transient receptor potential channel 4 (Mus musculus), Q9QUQ5;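 active means B-score over 3 SD under the library average, no early fluorescence shift, positive overall ratio signal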
Target sequence (Q9QUQ5 whole entry, looked up): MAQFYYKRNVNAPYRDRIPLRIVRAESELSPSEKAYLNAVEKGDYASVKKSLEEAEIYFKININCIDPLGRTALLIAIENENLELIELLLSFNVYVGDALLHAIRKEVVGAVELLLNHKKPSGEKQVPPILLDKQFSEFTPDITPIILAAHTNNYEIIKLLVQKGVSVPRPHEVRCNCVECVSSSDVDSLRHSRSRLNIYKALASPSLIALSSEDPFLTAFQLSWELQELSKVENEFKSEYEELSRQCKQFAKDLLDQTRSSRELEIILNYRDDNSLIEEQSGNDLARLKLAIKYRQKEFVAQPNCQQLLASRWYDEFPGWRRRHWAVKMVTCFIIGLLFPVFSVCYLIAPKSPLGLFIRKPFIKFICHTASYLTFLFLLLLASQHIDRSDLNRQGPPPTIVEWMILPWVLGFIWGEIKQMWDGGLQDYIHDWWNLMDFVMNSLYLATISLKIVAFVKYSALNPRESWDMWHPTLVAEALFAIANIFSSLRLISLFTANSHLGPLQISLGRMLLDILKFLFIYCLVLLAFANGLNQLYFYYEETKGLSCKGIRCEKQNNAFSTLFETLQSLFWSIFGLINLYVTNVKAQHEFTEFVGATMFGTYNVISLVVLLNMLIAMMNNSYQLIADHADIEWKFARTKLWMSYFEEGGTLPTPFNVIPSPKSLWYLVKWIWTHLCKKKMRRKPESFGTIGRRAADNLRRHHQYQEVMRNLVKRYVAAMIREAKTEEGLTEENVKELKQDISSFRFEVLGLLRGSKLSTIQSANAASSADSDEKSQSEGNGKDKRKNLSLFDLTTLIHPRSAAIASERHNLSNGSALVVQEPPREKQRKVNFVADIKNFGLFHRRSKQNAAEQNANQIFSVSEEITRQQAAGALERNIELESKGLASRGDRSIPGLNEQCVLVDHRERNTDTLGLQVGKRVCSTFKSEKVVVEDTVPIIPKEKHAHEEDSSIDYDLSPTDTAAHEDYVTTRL
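System: stable TRPC4beta/mu-opioid receptor HEK293 cells; Dosing: single-point compound dosing; Measured by: Fluo4 Ca2+ flux fluorescence; Read-out basis: per-well B score of integrated baseline-normalized Fluo4 ratio.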
TRPC4 act: activators of mouse TRPC4 channel, primary screen, Fluo4 calcium, HEK293 TRPC4beta/mu-opioid cells; Short transient receptor potential channel 4 (Mus musculus), Q9QUQ5; Fluo4 calcium fluorescence; hits give high values; B-score at 10 µM; hit rate 0.49% among 310,000; AID 2237, 2010;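 active means B-score above 5 SD of library B-scores, and initial fluorescence ratio not above library mean plus 5 SD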;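 further: positive B-score marks a calcium rise read as TRPC4 activation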
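Assay system: HEK293 cells stably co-expressing mouse TRPC4beta and mu-opioid receptor / Timing: Fluo4 dye loading 45 min at room temperature, 110 s recording / Signal: Fluo4 calcium-sensitive dye fluorescence, kinetic, 1 Hz baseline / Read-out: integrated baseline-normalised fluorescence ratio, converted to per-well B score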
TRPC4 PAM: positive allosteric modulators of TRPC4, primary screen, cell-based, mouse TRPC4beta, HEK293 mu-opioid, Fluo-4 calcium. Short transient receptor potential channel 4 (Mus musculus), Q9QUQ5. DAMGO EC20, Fluo-4 Ca2+ flux; hits give high values. B-score at 10 µM. hit rate 0.42% among 310,000;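 active means B-score of calcium response area above 5 SD of library B-scores, with initial fluorescence ratio within 5 SD of library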;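 further: B-score of integrated fluorescence ratio over time as area under calcium response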
ANO1 block: TMEM16A chloride channel inhibitors, primary screen, cell-based, HTS; HEK293 TMEM16A/YFP iodide influx fluorescence, ionomycin; hit rate 1.2% among 310,000; Anoctamin-1 (Mus musculus), Q8BHY3; normalized B-score (activity score, 25-100; higher = stronger inhibition) at 10 µM;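 active means ratio plate-corrected score three or more library SD toward inhibition, starting fluorescence score within five deviations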;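 further: score derived from kinetic fluorescence span divided by baseline fluorescence per well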
MrgX1 antag: antagonists of human MrgX1 receptor, primary screen, HEK293 cells, Fluo-4 calcium flux; Mas-related G-protein coupled receptor member X1 (Homo sapiens), Q96LB2; BAM8-22 antagonism; hits give low values; B-score at 10 µM; hit rate 1.3% among 310,000; AID 588676, 2011;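 active means calcium-response B-score plate-corrected more than 3 library SD below zero, starting fluorescence within 5 deviations, no agonist response on first addition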;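 further: peak minus trough fluorescence over baseline after final BAM8-22 challenge near maximal dose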
SKKanGAS inh: S. pyogenes SKKanGAS growth inhibitors in kanamycin, primary screen, streptokinase expression inhibitor project, SKKanGAS strain, BacTiter-Glo luminescence. 6 h. inhibition, % at 7.5 µM. AID 1662, 2009. hit rate 1.3% among 300,000;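 active means mean replicate score, as percent of positive control median, at least 50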;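 further: strain carries kanamycin resistance gene driven by streptokinase promoter and grows in 40 µg/ml kanamycin; loss of luminescence reflects streptokinase promoter inhibition or plain growth inhibition; 0% = median of DMSO wells and 100% = positive control at its reference dose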
ANO1 activ: TMEM16A chloride channel activators or potentiators, primary screen, cell-based, HTS | hit rate 0.3% among 340,000 | Anoctamin-1 (Mus musculus), Q8BHY3 | B-score at 10 µM | HEK293 TMEM16A/YFP-H148Q/I152L, iodide quench fluorescence; hits give low values;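 active means fluorescence-ratio B-score plate-corrected deviation score at least 3 library SD below zero, with starting fluorescence score within 5 deviations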;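 further: channel opened by trigger with iodide after compound preincubation; score built on the fluorescence ratio of max minus min over baseline; more negative score means more quench and so TMEM16A activation or potentiation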
MrgX1 allo act: positive allosteric modulators of MrgX1, primary screen, HEK293 cells, Fluo-4 calcium flux; Mas-related G-protein coupled receptor member X1 (Homo sapiens), Q96LB2; FDSS; hits give high values; B-score at 10 µM; hit rate 0.63% among 310,000;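 active means plate-corrected calcium response at least 3 library SD above typical, normal starting fluorescence, not activating the receptor alone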;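 further: compound read alongside a low EC10 to EC30 dose of BAM8-22 agonist; peak minus trough fluorescence over baseline measured at the second addition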
MrgX1 agonist: agonists of human MrgX1 receptor, primary screen, HEK293 cells, Fluo-4 calcium flux; Fluo-4 calcium fluorescence, agonist mode; hits give high values; B-score at 10 µM; hit rate 0.44% among 310,000; AID 588627, 2011;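 active means calcium response B-score plate-corrected fluorescence ratio at least 3 library SD, with starting fluorescence B-score inside 5 SD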
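Test system: Stable human MrgX1 HEK293 cell line | Schedule: Overnight plating before 1 h dye loading | Read-out basis: Baseline-normalised fluorescence change ratio, B-scored | Detection: Kinetic calcium dye fluorescence, Fluo-4 NW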
TRPC6 activator: mouse TRPC6 channel activators, primary screen, cell-based, HEK293, membrane potential dye; B-score at 10 µM; hit rate 0.13% among 310,000; Short transient receptor potential channel 6 (Mus musculus), Q61143; HEK293-TRPC6 membrane potential dye fluorescence; hits give high values;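 active means B-score of the integrated fluorescence ratio above library mean plus 3 SD, and starting fluorescence ratio within library mean plus 5 SD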;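 further: higher score means more depolarization so channel activation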
TRPC6 inhibitor: mouse TRPC6 channel inhibitors, primary screen, cell-based, HEK293, membrane potential dye; hit rate 1.1% among 310,000; ACh-evoked depolarization; hits give low values; AID 2553, 2010; B-score at 10 µM;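 active means B-score under library mean minus 3 SD, initial fluorescence not abnormally high, positive integrated signal ratio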;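 further: B-score derived from integrated fluorescence ratio over the kinetic read; more negative B-score means stronger inhibition of depolarization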
Active calls of the source: *.

Results for CN(C(=O)CC1C(=O)NCCN1C/C=C/c1ccccc1)C1CCOCC1 (stereo not given) ?
TRPC4 inh: inactive; TRPC4 act: inactive; TRPC4 PAM: inactive; ANO1 block: inactive; MrgX1 antag: inactive; SKKanGAS inh: -4; ANO1 activ: inactive; MrgX1 allo act: inactive; MrgX1 agonist: inactive; TRPC6 activator: inactive; TRPC6 inhibitor: inactive

Results for O=C(COC(=O)c1cccnc1Cl)c1cccc(Cl)c1 ?
TRPC4 inh: inactive; TRPC4 act: inactive; TRPC4 PAM: inactive; ANO1 block: inactive; MrgX1 antag: inactive; SKKanGAS inh: 1; ANO1 activ: inactive; MrgX1 allo act: inactive; MrgX1 agonist: inactive; TRPC6 activator: inactive; TRPC6 inhibitor: inactive

Results for Cc1cc(NS(=O)(=O)c2ccc(Cl)cc2)nn1CC(=O)NCc1ccco1 ?
TRPC4 inh: inactive; TRPC4 act: inactive; TRPC4 PAM: inactive; ANO1 block: inactive; MrgX1 antag: inactive; SKKanGAS inh: 1; ANO1 activ: inactive; MrgX1 allo act: inactive; MrgX1 agonist: inactive; TRPC6 activator: inactive; TRPC6 inhibitor: inactive

How did Cc1c(Cc2ccccc2)c(=O)oc2c(C)c(OCc3nn[nH]n3)ccc12 do in these assays?
ANO1 block: inactive; MrgX1 antag: inactive; ANO1 activ: inactive; MrgX1 allo act: inactive; MrgX1 agonist: inactive

What do the screens show for `Cc1cc2c(ccc3c2no[n+]3[O-])nn1`?
TRPC4 inh: inactive; TRPC4 act: inactive; TRPC4 PAM: inactive; ANO1 block: inactive; MrgX1 antag: inactive; SKKanGAS inh: -15; ANO1 activ: inactive; MrgX1 allo act: inactive; MrgX1 agonist: inactive; TRPC6 activator: inactive; TRPC6 inhibitor: inactive

How did Cc1cccc(NC(=O)CSc2cn[nH]n2)c1 do in these assays?
TRPC4 inh: inactive; TRPC4 act: inactive; TRPC4 PAM: inactive; ANO1 block: inactive; MrgX1 antag: inactive; SKKanGAS inh: -3; ANO1 activ: inactive; MrgX1 allo act: inactive; MrgX1 agonist: inactive; TRPC6 activator: inactive; TRPC6 inhibitor: inactive

What do the screens show for `Cc1ccc(S(=O)(=O)c2cn(Cc3ccc(F)cc3)c3cc4c(cc3c2=O)OCO4)cc1`?
TRPC4 inh: inactive; TRPC4 act: inactive; TRPC4 PAM: inactive; ANO1 block: inactive; MrgX1 antag: -4.6*; SKKanGAS inh: 6; ANO1 activ: inactive; MrgX1 allo act: inactive; MrgX1 agonist: inactive; TRPC6 activator: inactive; TRPC6 inhibitor: inactive

What do the screens show for `CCc1nc(Nc2cccc(O)c2)c2oc3ccccc3c2n1`?
TRPC4 inh: inactive; TRPC4 act: inactive; TRPC4 PAM: inactive; ANO1 block: inactive; MrgX1 antag: inactive; SKKanGAS inh: 10; ANO1 activ: inactive; MrgX1 allo act: inactive; MrgX1 agonist: inactive; TRPC6 activator: inactive; TRPC6 inhibitor: inactive

What do the screens show for `Cc1cccc(Cl)c1NC(=S)NN`?
TRPC4 inh: inactive; TRPC4 act: inactive; TRPC4 PAM: inactive; ANO1 block: inactive; MrgX1 antag: inactive; SKKanGAS inh: 0; ANO1 activ: inactive; MrgX1 allo act: inactive; MrgX1 agonist: inactive; TRPC6 activator: inactive; TRPC6 inhibitor: inactive

How did O=C(O)C1CCCN1S(=O)(=O)c1cccc2nsnc12 (stereo not given) do in these assays?
TRPC4 inh: inactive; TRPC4 act: inactive; TRPC4 PAM: inactive; ANO1 block: inactive; MrgX1 antag: inactive; SKKanGAS inh: -11; ANO1 activ: inactive; MrgX1 allo act: inactive; MrgX1 agonist: inactive; TRPC6 activator: inactive; TRPC6 inhibitor: inactive

How did O=C(Nc1nnc(SCC(=O)N2CCCc3ccccc32)s1)c1cccc2ccccc12 do in these assays?
TRPC4 inh: inactive; TRPC4 act: inactive; TRPC4 PAM: inactive; ANO1 block: inactive; MrgX1 antag: inactive; SKKanGAS inh: 28; ANO1 activ: inactive; MrgX1 allo act: inactive; MrgX1 agonist: inactive; TRPC6 activator: inactive; TRPC6 inhibitor: inactive

What do the screens show for `CCN(CC)S(=O)(=O)c1ccc(/C=C/C(=O)Nc2ccc(Br)cc2F)cc1`?
TRPC4 inh: inactive; TRPC4 act: inactive; TRPC4 PAM: inactive; ANO1 block: 100*; MrgX1 antag: inactive; SKKanGAS inh: 13; ANO1 activ: inactive; MrgX1 allo act: inactive; MrgX1 agonist: inactive; TRPC6 activator: inactive; TRPC6 inhibitor: inactive

What do the screens show for `CCOC(=O)N1C(=O)[C@@](c2ccc(Cl)cc2)(C(C)C)N1C(=O)OCC`?
TRPC4 inh: inactive; TRPC4 act: inactive; TRPC4 PAM: inactive; ANO1 block: inactive; MrgX1 antag: inactive; SKKanGAS inh: 3; ANO1 activ: inactive; MrgX1 allo act: inactive; MrgX1 agonist: inactive; TRPC6 activator: inactive; TRPC6 inhibitor: inactive

How did CN1CCN(C(=S)NC(CC(=O)c2ccccc2)c2ccccc2)CC1 (stereo not given) do in these assays?
TRPC4 inh: inactive; TRPC4 act: inactive; TRPC4 PAM: inactive; ANO1 block: inactive; MrgX1 antag: inactive; SKKanGAS inh: 3; ANO1 activ: inactive; MrgX1 allo act: inactive; MrgX1 agonist: inactive; TRPC6 activator: inactive; TRPC6 inhibitor: inactive

How did CN(C)[C@@H](CO)c1nnc([C@H](CC(=O)O)NC(=O)C2CCNCC2)o1 do in these assays?
TRPC4 inh: inactive; TRPC4 act: inactive; TRPC4 PAM: inactive; ANO1 block: inactive; MrgX1 antag: inactive; SKKanGAS inh: 1; ANO1 activ: inactive; MrgX1 allo act: inactive; MrgX1 agonist: inactive; TRPC6 activator: inactive; TRPC6 inhibitor: inactive

How did CC(=O)NCCc1ccc(S(=O)(=O)N2CCCC2)cc1 do in these assays?
TRPC4 inh: inactive; TRPC4 act: inactive; TRPC4 PAM: inactive; ANO1 block: inactive; MrgX1 antag: inactive; SKKanGAS inh: -1; ANO1 activ: inactive; MrgX1 allo act: inactive; MrgX1 agonist: inactive; TRPC6 activator: inactive; TRPC6 inhibitor: inactive

What do the screens show for `COc1cccc(Cl)c1NC(=O)N1CCc2c([nH]c3ccccc23)C1C(F)(F)F` (stereo not given)?
TRPC4 inh: inactive; TRPC4 act: inactive; TRPC4 PAM: inactive; ANO1 block: inactive; MrgX1 antag: inactive; SKKanGAS inh: 20; ANO1 activ: inactive; MrgX1 allo act: inactive; MrgX1 agonist: inactive; TRPC6 activator: inactive; TRPC6 inhibitor: inactive

What do the screens show for `COc1ccc(Nc2oc(-c3ccc(OC)cc3)nc2C#N)cc1`?
TRPC4 inh: inactive; TRPC4 act: inactive; TRPC4 PAM: inactive; ANO1 block: inactive; MrgX1 antag: -5.8*; SKKanGAS inh: -18; ANO1 activ: inactive; MrgX1 allo act: inactive; MrgX1 agonist: inactive; TRPC6 activator: inactive; TRPC6 inhibitor: inactive

Results for CC1CCCC(C)N1C(=O)CSc1nnnn1-c1cccc2c1CCCC2 (stereo not given) ?
TRPC4 inh: inactive; TRPC4 act: inactive; TRPC4 PAM: inactive; ANO1 block: inactive; MrgX1 antag: inactive; SKKanGAS inh: 2; ANO1 activ: inactive; MrgX1 allo act: inactive; MrgX1 agonist: inactive; TRPC6 activator: inactive; TRPC6 inhibitor: inactive

What do the screens show for `CC1CCCN(C(=O)COC(=O)CNS(=O)(=O)c2ccc3ccccc3c2)C1` (stereo not given)?
TRPC4 inh: inactive; TRPC4 act: inactive; TRPC4 PAM: inactive; ANO1 block: inactive; MrgX1 antag: inactive; SKKanGAS inh: -3; ANO1 activ: inactive; MrgX1 allo act: inactive; MrgX1 agonist: inactive; TRPC6 activator: inactive; TRPC6 inhibitor: inactive

What do the screens show for `O=C(CN(C(=O)CNS(=O)(=O)c1ccc(F)cc1)c1ccc(F)cc1)NCc1ccco1`?
TRPC4 inh: inactive; TRPC4 act: inactive; TRPC4 PAM: inactive; ANO1 block: inactive; MrgX1 antag: inactive; SKKanGAS inh: 7; ANO1 activ: inactive; MrgX1 allo act: inactive; MrgX1 agonist: inactive; TRPC6 activator: inactive; TRPC6 inhibitor: inactive

Results for O=C(COC(=O)C1CCN(C(=O)c2ccc(Cl)cc2)CC1)NC1CCS(=O)(=O)C1 (stereo not given) ?
TRPC4 inh: inactive; TRPC4 act: inactive; TRPC4 PAM: inactive; ANO1 block: inactive; MrgX1 antag: inactive; SKKanGAS inh: -5; ANO1 activ: inactive; MrgX1 allo act: inactive; MrgX1 agonist: inactive; TRPC6 activator: inactive; TRPC6 inhibitor: inactive

What do the screens show for `COc1ccc(Cl)cc1S(=O)(=O)N1CCN(C(=O)COc2ccccc2)CC1`?
TRPC4 inh: inactive; TRPC4 act: inactive; TRPC4 PAM: inactive; ANO1 block: inactive; MrgX1 antag: inactive; SKKanGAS inh: 0; ANO1 activ: inactive; MrgX1 allo act: inactive; MrgX1 agonist: inactive; TRPC6 activator: inactive; TRPC6 inhibitor: inactive

Results for CCOC(=O)CN(C(=O)Cn1nnc(-c2ccc(OC)cc2)n1)C(C(=O)NC1CCCC1)c1ccc(F)cc1 (stereo not given) ?
TRPC4 inh: inactive; TRPC4 act: inactive; TRPC4 PAM: inactive; ANO1 block: inactive; MrgX1 antag: inactive; SKKanGAS inh: 0; ANO1 activ: inactive; MrgX1 allo act: inactive; MrgX1 agonist: inactive; TRPC6 activator: inactive; TRPC6 inhibitor: inactive

The order is random (roughly 6.7% active in at least one column).
